DT40 TDP1 no CPT: qHTS for Inhibitors of human tyrosyl-DNA phosphodiesterase 1 (TDP1): qHTS in cells in absence of CPT; Potency, µM (highest dose often 46.2 µM), for the others: top-dose activity change, negative = growth inhibition, hits mostly inhibitors; actives 15% (n = 420,000); DT40 Tdp1-/- hTDP1 cells, no CPT, ATP luminescence, 48 h; note: nearly all actives have a fitted effect of over 55% in size
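Luminescent ATP content (CellTiter-Glo) served as the growth readout. Knockout chicken DT40 cells expressing human TDP1 were exposed to compounds without camptothecin for a minimum 48 hr at 37 °C.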
DT40 TDP1 CPT: qHTS for Inhibitors of human tyrosyl-DNA phosphodiesterase 1 (TDP1): qHTS in cells in presence of CPT | chicken DT40 Tdp1-/-;hTDP1 cells + 20 nM CPT, ATP luminescence, 48 h | Potency, µM (series often up to 46.2 µM), for the others: top-dose activity change, negative = growth inhibition, actives largely listed as inhibitors | actives 12% (n = 420,000); note: nearly all actives have a fitted effect of over 55% in size
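Cell growth measured by CellTiter-Glo luminescence after a minimum 48 h, 37 C compound exposure with 20 nM CPT in Tdp1-knockout DT40 cells stably expressing hTDP1, seeded 400/well; qHTS titration format.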
GCN5L2 inh: qHTS Assay for Inhibitors of GCN5L2. actives 0.21% (n = 390,000). Histone acetyltransferase KAT2A (Homo sapiens), Q92830. GCN5L2 HAT assay, ThioGlo1 CoA-SH fluorescence. Potency, µM (doses to about 58.9 µM), for the others: at the top dose activity change, negative = inhibition, actives largely listed as inhibitors. AID 504327, 2011
Target sequence (Q92830 whole entry, looked up): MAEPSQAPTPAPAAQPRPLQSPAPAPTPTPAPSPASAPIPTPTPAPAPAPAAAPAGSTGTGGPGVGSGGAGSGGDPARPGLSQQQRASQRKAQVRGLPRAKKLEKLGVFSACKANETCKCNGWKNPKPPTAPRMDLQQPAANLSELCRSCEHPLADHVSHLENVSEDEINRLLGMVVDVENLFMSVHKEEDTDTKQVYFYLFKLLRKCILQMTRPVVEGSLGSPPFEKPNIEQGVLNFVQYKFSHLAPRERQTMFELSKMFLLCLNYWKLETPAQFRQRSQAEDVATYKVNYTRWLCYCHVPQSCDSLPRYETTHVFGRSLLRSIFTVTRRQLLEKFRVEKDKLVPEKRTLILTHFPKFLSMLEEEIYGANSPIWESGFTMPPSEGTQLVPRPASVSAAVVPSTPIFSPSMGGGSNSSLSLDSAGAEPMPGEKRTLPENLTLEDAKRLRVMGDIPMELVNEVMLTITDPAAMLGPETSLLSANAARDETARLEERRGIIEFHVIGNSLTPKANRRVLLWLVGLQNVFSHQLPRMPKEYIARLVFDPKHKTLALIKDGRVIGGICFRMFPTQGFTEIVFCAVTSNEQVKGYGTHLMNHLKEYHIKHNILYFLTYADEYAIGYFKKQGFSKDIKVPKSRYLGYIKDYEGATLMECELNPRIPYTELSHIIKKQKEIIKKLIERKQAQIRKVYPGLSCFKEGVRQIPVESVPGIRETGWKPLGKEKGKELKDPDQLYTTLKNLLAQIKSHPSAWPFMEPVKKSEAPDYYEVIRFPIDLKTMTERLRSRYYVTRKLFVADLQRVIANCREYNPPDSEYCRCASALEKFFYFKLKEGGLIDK
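qHTS, 1536-well. 20nM enzyme, pH 7.5 HEPES/EDTA/Tween-20 buffer; 15 min compound preinc., RT. Start: 75uM H3(1-25), 70uM AcCoA, 50uM ThioGlo1. Read Ex340/Em540 at t=0 (autofluorescence flag) and t=20 min.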
Starred values were filed as active, the others as inactive; ? = inconclusive; · = not tested or not shown; & = joins results of further samples; [ ] = another dose, or the depositor's remark. Calls come from the whole dose curve; as a rule, active = well fitted curve in the direction sought with a large enough effect; inconclusive = small, poorly fitted or top-dose-only effect, or another doubt; inactive = no such curve, though single readings can be large; an effect the other way counts as inactive or inconclusive. % is set by controls: 0 for no effect and ±100 for the full control effect; potency is the fitted concentration of half-maximal effect.

Value order – DT40 TDP1 no CPT	DT40 TDP1 CPT	GCN5L2 inh
[1] Cc1cc(OC(=O)c2c(C)cc(OC(=O)c3c(C)cc(O)cc3O)cc2O)cc(O)c1C(=O)O
→ -11%	12%	·
[2] COc1ccc(S(=O)(=O)N(C)C[C@H]2Oc3ncc(-c4ccncc4)cc3C(=O)N([C@@H](C)CO)C[C@@H]2C)cc1
→ ?	-21%	·
[3] COc1ccc(C2/C(=C(/O)c3ccc(C)cc3)C(=O)C(=O)N2CCCN2CCOCC2)cc1 (centres undefined)
→ -3%	10%	-23%
[4] Cc1ccsc1/C=N/N1CCN(Cc2ccccc2)CC1
→ -23%	0%	-6%
[5] COc1cc(C2C(=O)N(C3CCC(C)CC3)CC(=O)N2CCc2ccc(Cl)cc2)ccc1OC(C)C (centres undefined)
→ -1%	-16%	-13%
[6] CC1CCCC(NC(=O)C2CCC(CNc3c(N4CCCCC4)c(=O)c3=O)CC2)C1C (centres undefined)
→ -13%	7%	-1%
[7] CC1(C)CC2(C)OCCN2C(=S)N1 (centres undefined)
→ 14%&0%	15%&11%	3%
[8] C=C(C)Cn1c2ccc(NC(=O)CCc3cccc(Cl)c3)cc2c(=O)n1C
→ 15µM*	18µM*	·
[9] O=C(CN1CCc2cc3c(cc2C1)OCCCO3)Nc1c(F)cccc1F
→ ?	23µM*	-6%
[10] CCCc1c(O)c2ccccc2[nH]c1=O
→ -5%	11%	0%
[11] CC(C)C[C@H]1CN([C@@H](Cc2ccc(O)cc2)CN2CCC[C@H]2CN2C(=O)C(=O)NC[C@@H]2Cc2ccccc2)C(=O)C(=O)N1CC1CCCCC1
→ 21µM*	?	·
[12] Cc1ccc(OCC(=O)NCCCNC(=O)c2cnccn2)cc1C
→ -1%	?	-1%
[13] Cc1ccc(S(=O)(=O)C2(C(=O)NC3CCCCC3)CC2)cc1
→ 26%	-20%	-1%
[14] CCN(c1ccc(OCC(=O)OCC(=O)c2c(N)n(C)c(=O)n(C)c2=O)cc1)S(=O)(=O)c1ccccc1
→ ?	?	-8%
[15] CCc1ccc(NC(=O)Cn2nnc(C(=O)NCc3ccco3)c2N)cc1
→ 13%&4%	1%&18%	-4%&-3%
[16] CCCc1cc(-c2n[nH]c(C(=O)OCC)c2-c2cscn2)c(O)cc1O
→ 15µM*	?	1%
[17] CN1C(=O)[C@H]2[C@@H](c3ccc(C(F)(F)F)cc3)N[C@]3(CCCN(Cc4cccn4C)C3=O)[C@H]2C1=O
→ 16µM*	23µM*	·
[18] COc1cc(/C=C/C(=O)OCC(=O)Nc2ccc(S(N)(=O)=O)cc2)ccc1O
→ 20%	-18%	-12%
[19] COc1cc(/C=N/NC(=O)Cn2cnc3c2c(=O)n(C)c(=O)n3C)ccc1O
→ 15%	-10%	-4%
[20] CCCCCCCCCCC/C=C\C/C=C\CCCC(=O)O
→ 7%[4.12 µM]	0%[4.12 µM]	5%
[21] Cc1[nH]c2ccccc2c1C(=O)CSc1ccccn1
→ ?	-18%	12%
[22] O=C(COC(=O)Cc1ccccc1F)Nc1cccc(S(=O)(=O)NC2=NCCCCC2)c1
→ -1%	-24%	-2%
[23] COc1ccc(S(=O)(=O)Nc2ccc3c(c2)C(=O)N([C@H](C)CO)C[C@H](C)[C@@H](CN(C)C(=O)Nc2ccc4c(c2)OCO4)O3)cc1
→ 21%	-2%	-6%
[24] Cc1ncc([N+](=O)[O-])n1S(=O)(=O)c1cc(Cl)ccc1Cl
→ 2%	13%	-12%
[25] Cc1cc(S(=O)(=O)NC(C)C)ccc1OCC(=O)Nc1ccc2c(c1)OCCO2
→ -27%	0%	-2%
[26] Cc1cc(C)c2[nH]c(=O)c(CN(Cc3cccs3)C(=S)NCC3CCCO3)cc2c1 (centres undefined)
→ 21µM*	?	-2%
[27] CCOc1ccc(CCNC(=O)c2cccnc2N2CCCC2)cc1OCC
→ -23%	-25%	4%
[28] CCOc1ccc(S(=O)(=O)c2ccc(C)cc2)c2c1no[n+]2[O-]
→ 18µM*	15µM*	·
[29] COc1cccc(NC(=O)c2cccc(C(=O)Nc3cccc(OC)c3)c2)c1
→ -7%	-5%	8%
[30] O=S(=O)(Nc1ccc(N2CCCCC2)cc1)c1ccccc1
→ ?	?	-2%
[31] O=C(Nc1ccc(Br)cc1)c1cc(-c2cccs2)on1
→ -17%	-11%	-9%
[32] Cc1ccc(NC(=O)C(c2ccccc2)N2CCN(CC(=O)N3CCOCC3)CC2)cc1 (centres undefined)
→ 13%	11%	-4%
[33] O=C(CSc1nnc(-c2cccnc2)n1Cc1ccco1)N1CCc2ccccc21
→ ?	-35%	-6%
[34] O=C(COC(=O)c1c[nH]c(=O)[nH]c1=O)NCc1ccccc1
→ 11%	-3%	-3%
[35] NNC(=O)CNS(=O)(=O)c1ccc([N+](=O)[O-])cc1
→ -8%	-27%	-3%
[36] CC(C)NS(=O)(=O)c1ccc2c3c(cccc13)CC2
→ ?	?	1%
[37] COc1cccc(NC(=O)CSc2nnnn2C2CCCC2)c1
→ -2%	7%	0%
[38] COC(c1ccccc1)c1nnc(CCC(=O)NCc2cccc(-n3cccn3)c2)o1 (centres undefined)
→ -6%	18%	0%
[39] COc1ccc2nc(C)cc(SCC(=O)OC(C)C)c2c1
→ ?	?	-2%
[40] Cc1cc(N2CCC(N(C)C3CCCC3)CC2)nc2cc(O)ccc12
→ 18µM*	?	-20%

Entries of single compounds as entered above. Values in the order: DT40 TDP1 no CPT | DT40 TDP1 CPT | GCN5L2 inh
`NNC(=O)CNS(=O)(=O)c1ccc([N+](=O)[O-])cc1` across the screens: -8% | -27% | -3%
`Cc1ccc(NC(=O)C(c2ccccc2)N2CCN(CC(=O)N3CCOCC3)CC2)cc1` (centres undefined) across the screens: 13% | 11% | -4%
`Cc1cc(N2CCC(N(C)C3CCCC3)CC2)nc2cc(O)ccc12` across the screens: 18µM* | ? | -20%
`CC(C)NS(=O)(=O)c1ccc2c3c(cccc13)CC2` across the screens: ? | ? | 1%

(further entries)
Value order – DT40 TDP1 no CPT	DT40 TDP1 CPT	GCN5L2 inh
[41] CCN(CC)C(=O)C1CCCN(c2ncnc3c2cnn3-c2ccc(Cl)cc2)C1 (centres undefined)
→ 18µM*	?	-9%
[42] COC(=O)c1ccc(NC(=O)C(=O)NCC(c2cccnc2)N2CCN(c3ccccc3)CC2)cc1 (centres undefined)
→ -19%	-20%	-6%
[43] Cc1sc2ncnc(SCC(=O)NCC3CCCO3)c2c1C (centres undefined)
→ 5.2µM*	0.26µM*	0%
[44] O=C(Nc1ccc2c(c1)nc1n2CCSC1)c1ccco1
→ -12%	-23%	?
[45] c1cncc(-c2nn3c(Cn4cnc5ccccc54)nnc3s2)c1
→ ?	?	-17%
[46] Cc1cccc(OCCCC(=O)NCc2ccco2)c1
→ -5%	-28%	-11%
[47] COc1nc(Nc2ccc(O)cc2)nc(OC(C(F)(F)F)C(F)(F)F)n1
→ -24%	?	-10%
[48] Cc1ccc(-c2cc3c(n2-c2ccccc2F)CC(C)(C)CC3=O)cc1
→ 13µM*	18µM*	-5%
[49] CCC1CCCCN1C(=O)CSc1nnc(-c2cccs2)o1 (centres undefined)
→ -23%	-5%	-2%
[50] COc1ccc(CCNc2nc(-c3ccc(C)cc3)cc(C(F)F)n2)cc1OC
→ -10%	-13%	-10%
[51] C=C(C)Cn1c(CCn2c3ccccc3c3ccccc32)n[nH]c1=S
→ 5.8µM*	9.2µM*	0%
[52] O=[N+]([O-])c1cccc(CN2CCN(Cc3ccco3)CC2)c1
→ -1%	-12%	-10%
[53] COc1ccccc1-c1cn(CC[C@@H]2CC[C@H](NC(=O)C3CCC3)[C@@H](CO)O2)nn1
→ -4%	-12%	·

Part of the list above in a different format:
[53] COc1ccccc1-c1cn(CC[C@@H]2CC[C@H](NC(=O)C3CCC3)[C@@H](CO)O2)nn1
  DT40 TDP1 no CPT: -4%	DT40 TDP1 CPT: -12%	GCN5L2 inh: ·

[42] COC(=O)c1ccc(NC(=O)C(=O)NCC(c2cccnc2)N2CCN(c3ccccc3)CC2)cc1 (centres undefined)
  DT40 TDP1 no CPT: -19%	DT40 TDP1 CPT: -20%	GCN5L2 inh: -6%

[44] O=C(Nc1ccc2c(c1)nc1n2CCSC1)c1ccco1
  DT40 TDP1 no CPT: -12%	DT40 TDP1 CPT: -23%	GCN5L2 inh: ?

Screens from PubChem.

Rows are unselected; any-hit rate near 18%.
